TDP1 cell CPT: DT40-hTDP1 cell growth loss with CPT | actives 12% (n = 420,000) | chicken DT40 Tdp1-/-;hTDP1 cells + 20 nM CPT, ATP luminescence, 48 h | Potency, µM (doses to about 46.2 µM), without a hit: at the highest dose activity change, negative = growth inhibition, most hits filed as inhibitors; further: nearly all actives have a fitted effect of over 55% in size
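Chicken DT40 Tdp1-/- cells complemented with human TDP1, 400 cells/well, exposed to compounds plus 20 nM camptothecin for at least 48 h at 37 C; viability read as ATP content by CellTiter-Glo luminescence.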
KAT2A inh: inhibitors of human GCN5L2 histone acetyltransferase | Potency, µM (series often up to 58.9 µM), inactives show at the highest dose activity change, negative = inhibition, most hits filed as inhibitors | Q92830 | actives 0.21% (n = 390,000) | GCN5L2 HAT assay, ThioGlo1 CoA-SH fluorescence
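Fluorescence readout, Ex340nm/Em540nm: ThioGlo1 (50uM final) reacts with free CoA thiol released as 20nM GCN5L2 acetylates H3(1-25) peptide (75uM) using acetyl-CoA (70uM). Compound and enzyme sat 15 min beforehand; 20 min room-temperature reaction.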
FEN1 inh: inhibitors of human flap endonuclease 1. P39748. Recombinant FEN1 flap cleavage, fluorescence, 15 min. Potency, µM (series often up to 114 µM), for the others: at the top dose activity change, negative = inhibition, hits mostly inhibitors. actives 0.35% (n = 390,000); further: nearly all actives have a fitted effect of over 65% in size
Target sequence (P39748 whole entry, looked up): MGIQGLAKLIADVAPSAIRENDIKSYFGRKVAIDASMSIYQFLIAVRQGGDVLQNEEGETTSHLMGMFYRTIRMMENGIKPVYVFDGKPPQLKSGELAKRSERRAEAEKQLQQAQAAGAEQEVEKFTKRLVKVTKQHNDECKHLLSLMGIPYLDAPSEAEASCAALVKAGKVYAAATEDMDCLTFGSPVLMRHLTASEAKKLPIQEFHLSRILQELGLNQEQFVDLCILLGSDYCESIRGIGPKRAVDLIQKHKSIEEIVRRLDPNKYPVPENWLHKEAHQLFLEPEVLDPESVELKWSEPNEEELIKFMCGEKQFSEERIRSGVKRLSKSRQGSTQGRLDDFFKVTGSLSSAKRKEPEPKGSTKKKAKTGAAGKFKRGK
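FEN1 at 10 nM preincubated with compounds 15 min at room temperature, then flap DNA substrate added at 50 nM final. Signal read at 0 and 15 min; concentration-response fitted with four-parameter Hill equation.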
* = called active by the depositor; ? = inconclusive; . = not tested or not shown; [ ] = another dose, or the depositor's remark. The call rests on the fitted dose curve; in most records, active means well fitted curve in the direction sought with a large enough effect; inconclusive means small, poorly fitted or top-dose-only effect, or another doubt; inactive means no such curve, though single readings can be large; an effect the other way counts as inactive or inconclusive. On the % scale 0 is the no-effect control and ±100 the full control effect; potency means the concentration at half of the fitted maximal effect. This is a subset. The share of hits here may be higher or lower than overall.

#1 Cc1c(C)c2ccc(OCC(=O)Nc3nccs3)cc2oc1=O
#2 Cc1cc(C(=O)N/N=C/c2ccc([N+](=O)[O-])cc2)c2ccccc2n1
#3 CCC(C(=O)NCc1ccco1)N(C(=O)CNS(=O)(=O)c1ccccc1)c1ccc(F)cc1 (stereo not given)
#4 Cn1nc(C(C)(C)C)cc1C(=O)NNC(=O)c1cccc(Cl)c1
#5 CC(C)=C1C(=O)NN(c2ccc(C)c(Cl)c2)C1=O
#6 CCOC(=O)COc1cc(Br)c(C2NC(=O)NC(C)=C2C(C)=O)cc1OCC (stereo not given)
entry no.	1	2	3	4	5	6
TDP1 cell CPT	-20%	2.9µM*	2%	?	6%	3%
KAT2A inh	-4%	-1%	-2%	-5%	-9%	-4%
FEN1 inh	22%	-11%	-10%	0%	-4%	1%

#7 O=C(CSc1nc2ccccc2c(=O)[nH]1)N1CCN(c2ccccc2F)CC1
#8 O=C(NCc1ccccc1)C1CCN(S(=O)(=O)N2CCOCC2)CC1
#9 COc1ccc(NC(=O)c2cc(-c3ccc(C)c(C)c3O)n[nH]2)cc1Cl
#10 CCOC(=O)c1c(C)oc2cc(Br)c(OC(C)C(=O)OCC)cc12 (stereo not given)
#11 Cc1cc(C)n(-c2nc(-c3ccccc3)cs2)n1
#12 O=C1c2ccccc2C(=O)N1C1CCCCC1
entry no.	7	8	9	10	11	12
TDP1 cell CPT	?	0%	?	?	-9%	1%
KAT2A inh	-1%	-6%	-4%	-9%	1%	1%
FEN1 inh	-2%	11%	-12%	-16%	8%	3%

#13 CCOc1ccc2ccccc2c1/C=N/n1cncn1
#14 COc1cccc(C(=O)NC2C(=O)N3C(C(=O)O)=C(COC(C)=O)CSC23)c1 (stereo not given)
#15 CCCCCCn1cc(C(=O)O)c(=O)c2cc(F)c(N3CCCCC3)cc21
#16 O=C(NCC1CCCO1)c1c(O)c2cccc3c2n(c1=O)CCC3 (stereo not given)
#17 COCCCNC(=S)N1CCC(NC(=O)c2ccco2)CC1
#18 CCOc1ccc(S(=O)(=O)NCCC(=O)NC2CCN(Cc3ccccc3)CC2)cc1
entry no.	13	14	15	16	17	18
TDP1 cell CPT	?	-18%	?	-18%	7%	-16%
KAT2A inh	-12%	0%	-9%	-18%	-3%	-5%
FEN1 inh	-3%	-2%	18%	-6%	-8%	-7%

Three structures out of the list, ordered by heavy-atom count, high to low.
#18 CCOc1ccc(S(=O)(=O)NCCC(=O)NC2CCN(Cc3ccccc3)CC2)cc1
#14 COc1cccc(C(=O)NC2C(=O)N3C(C(=O)O)=C(COC(C)=O)CSC23)c1 (stereo not given)
#17 COCCCNC(=S)N1CCC(NC(=O)c2ccco2)CC1
entry no.	18	14	17
TDP1 cell CPT	-16%	-18%	7%
KAT2A inh	-5%	0%	-3%
FEN1 inh	-7%	-2%	-8%

Later entries
#19 C[C@@H](C(=O)Nc1ccc2ccccc2c1)[C@H]1C[C@]1(C)[C@H](NC(=O)c1cccnc1)c1ccccc1
#20 COc1ccc(-n2cnc3cc(C(=O)NCCC4=CCCCC4)ccc32)cc1
#21 Cc1ccc(S(=O)(=O)NCCC(=O)Nc2ccc(Cl)c(Cl)c2)cc1C
#22 CC(C)NC(=O)c1ccc(COCC(F)(F)C(F)F)cc1
#23 CC(=O)COc1c(-c2ccco2)oc2ccccc2c1=O
#24 CCOc1cccc(/C(O)=C2/C(=O)C(=O)N(Cc3ccco3)C2c2ccncc2)c1 (stereo not given)
entry no.	19	20	21	22	23	24
TDP1 cell CPT	?	18µM*	-20%	-15%	0%	-10%
KAT2A inh	-8%	-6%	-30%	-6%	-2%	-4%
FEN1 inh	-11%	-1%	-4%	7%	-13%	-2%

#25 COc1ccc(CCNC(=O)C(=O)NCC2OCCN2S(=O)(=O)c2ccccc2)cc1 (stereo not given)
#26 CCOc1ccc(Nc2nc(N)c([N+](=O)[O-])c(NCc3ccccc3)n2)cc1
#27 COCCN(C(=S)Nc1ccc(C)c(C)c1)C(C)c1ccco1 (stereo not given)
#28 Cc1c(O)ccc2c1OC(C)(C)CC2
#29 CCN(CC)C(=O)c1sc2c(c1C)c(=O)n(-c1ccc(OC)cc1OC)c(=O)n2CC(=O)c1ccccc1
#30 Nc1nnc(SCC(=O)N2CCN(c3ccccc3)CC2)s1
entry no.	25	26	27	28	29	30
TDP1 cell CPT	?	?	?	5.6µM*	-14%	0%
KAT2A inh	-10%	-3%	-5%	.	3%	-1%
FEN1 inh	0%	1%	7%	8%	15%	0%

#31 CN1CCN(c2nc(N3CCN(c4ccccc4)CC3)ncc2F)CC1
#32 CCOC(=O)C1CCN(CC(C)(C)NS(=O)(=O)c2ccc(Cl)cc2)CC1
#33 COc1ccc(OCc2cc(C(=O)N3CCCC(O)C3)no2)c2ccccc12 (stereo not given)
#34 O=c1c(-c2cc(F)cc(F)c2)nc2cnc(Nc3ccccc3)nc2n1C[C@H]1CCCO1
#35 CCOC(=O)c1c(C)sc(-c2c(-c3ccc4c(c3)OCCO4)[nH]c3c2c(=O)n(C)c(=O)n3C)c1O
#36 CC(C)Oc1ccc(/C=C/C(=O)NCC2COc3ccccc3O2)cc1 (stereo not given)
entry no.	31	32	33	34	35	36
TDP1 cell CPT	?	-10%	-10%	-14%	18µM*	8%
KAT2A inh	-15%	-10%	-6%	-5%	-5%	-1%
FEN1 inh	-6%	-2%	-16%	.	6%	0%

#37 O=C(CSc1ncc2c(n1)-c1ccccc1N(Cc1ccccc1)S2(=O)=O)Nc1ccccc1
#38 CCC(C)Nc1nc2c(c(=O)n(C)c(=O)n2C)n1Cc1ccc(F)cc1 (stereo not given)
#39 COc1ccc(Cl)cc1S(=O)(=O)N1CCCC(C(=O)NCc2ccncc2)C1 (stereo not given)
#40 C/C(CC(=O)Nc1cccc2c1CCCC2)=N\NC(=O)Cc1ccccc1
#41 Cc1cccc(NC(=O)C2CCN(S(=O)(=O)c3ccc4c(c3)C(C)(C)C(=O)N4C)CC2)c1C
#42 Cc1c(-c2ccc(Br)cc2)c(=O)oc2ccc(OC(=O)N3CCOCC3)cc12
entry no.	37	38	39	40	41	42
TDP1 cell CPT	2%	18µM*	-25%	-3%	?	?
KAT2A inh	-16%	-2%	-20%	-5%	-2%	0%
FEN1 inh	2%	9%	-1%	-11%	-1%	-6%

#43 C=C(C)CC(NCc1ccco1)c1ccc(OC)cc1 (stereo not given)
#44 CCc1ccc(CNCCNC(=O)c2ccco2)cc1
#45 CCOC(=O)CNC(=O)CSc1nnc(-c2ccco2)n1N
#46 O=[N+]([O-])c1ccc(F)cc1Oc1nc(-c2cccnc2)nc2ccccc12
#47 O=C(CN1C(=O)c2ccccc2C1=O)Nc1ccc(Cl)cn1
#48 O=C1CCCCN1CC(=O)N1CCCC(N2CCN(c3ccccc3F)CC2)C1 (stereo not given)
entry no.	43	44	45	46	47	48
TDP1 cell CPT	-24%	4%	13%	18µM*	11%	4%
KAT2A inh	?	.	-3%	-7%	-8%	-1%
FEN1 inh	-2%	7%	-3%	3%	0%	-3%

#49 COc1ccc(Cc2nnc(SCC(=O)c3c(N)n(C4CC4)c(=O)[nH]c3=O)o2)cc1
#50 O=C(Nc1cccc(Cl)c1)Nc1cccc(Cl)c1
#51 Cc1cc(NC(=O)CN2C(=O)NC3(CCC(C)CC3)C2=O)no1 (stereo not given)
#52 Cc1ccc2c(c1)N(C(=O)CCC(=O)NCc1cccc(Cl)c1)CC(C)O2 (stereo not given)
#53 O=C(Nc1ccccc1F)c1ccc(S(=O)(=O)N2CCCCCC2)cc1
#54 Cc1ccc(NC(=O)CSCC(=O)NCCc2ccccc2)c(C)c1
entry no.	49	50	51	52	53	54
TDP1 cell CPT	?	15µM*	-17%	?	-29%	-4%
KAT2A inh	-2%	-4%	3%	-9%	-3%	-3%
FEN1 inh	-3%	-7%	-2%	-10%	-5%	-2%

#55 CCN(Cc1ccccc1)C(=O)CCc1c(C)nc2c(c(C)nn2-c2ccc(C)c(C)c2)c1C
#56 COc1ccc(NC(=O)CN(C)C(=O)c2cc3c(cc2Cl)N2CCCCCC2=NS3(=O)=O)cc1
#57 Cn1cc(CN2CCC(n3nccc3NC(=O)CCOc3ccccc3)CC2)cn1
#58 Cc1ccc2nc(NC(=O)c3ccc4c(c3)OCO4)sc2c1
#59 Cc1ccccc1CN(C)C(C)C(=O)Nc1ccccc1F (stereo not given)
#60 NS(=O)(=O)c1ccc(CCNC(=O)COC(=O)/C=C/c2ccccc2Cl)cc1
entry no.	55	56	57	58	59	60
TDP1 cell CPT	4%	1%	0%	-13%	?	-21%
KAT2A inh	1%	-5%	2%	-4%	-6%	-10%
FEN1 inh	-4%	3%	20%	-7%	-9%	1%

#61 Cc1nc2ccc(-n3ccc(=O)cc3)cc2s1
#62 Oc1cc2cc(-c3csc(-c4ccc(F)cc4)n3)cc3c2n1CCC3
#63 COc1cc(CCNC2=CC(=O)c3ncccc3C2=O)ccc1O
#64 CN(C)C(CNC(=O)c1ccc2nccnc2c1)c1ccco1 (stereo not given)
#65 COC(=O)c1c(-c2cccs2)csc1NC(=O)c1cc(OC)cc(OC)c1
#66 O=C(CC(SCCO)c1ccc2c(c1)OCO2)c1ccco1 (stereo not given)
entry no.	61	62	63	64	65	66
TDP1 cell CPT	-8%	?	4.6µM*	-3%	16µM*	21µM*
KAT2A inh	-12%	.	.	-10%	?	51%[activator]
FEN1 inh	-15%	-1%	-9%	-2%	-6%	-10%

Given as tab-separated lines: entries from further up.
No.	SMILES	TDP1 cell CPT	KAT2A inh	FEN1 inh
62	Oc1cc2cc(-c3csc(-c4ccc(F)cc4)n3)cc3c2n1CCC3	?	.	-1%
61	Cc1nc2ccc(-n3ccc(=O)cc3)cc2s1	-8%	-12%	-15%
66	O=C(CC(SCCO)c1ccc2c(c1)OCO2)c1ccco1 (stereo not given)	21µM*	51%[activator]	-10%
63	COc1cc(CCNC2=CC(=O)c3ncccc3C2=O)ccc1O	4.6µM*	.	-9%

Further structures follow.
#67 COc1ccc(OC)c(C(=O)CC2(O)C(=O)N(Cc3ccccc3C)c3ccccc32)c1 (stereo not given)
#68 O=C(O)c1ccc2c(=O)n3c(nc2c1)/C(=C/c1ccccc1OC(F)F)CC3
#69 CC1=C(C(=O)Nc2ccccc2)C(c2ccco2)C(C#N)=C(SCC(=O)OC(C)C)N1 (stereo not given)
#70 CCCCC(=O)Oc1cc(C)[nH]c(=O)c1[N+](=O)[O-]
#71 Cc1ccc(C2/C(=C(/O)c3ccc(OC(C)C)cc3)C(=O)C(=O)N2CCN2CCOCC2)cc1 (stereo not given)
#72 CCc1nnc(NC(=O)c2ccc(S(=O)(=O)N3CCCCC3C)cc2)s1 (stereo not given)
entry no.	67	68	69	70	71	72
TDP1 cell CPT	16µM*	?	?	3%	8%	-9%
KAT2A inh	-10%	-7%	-10%	-2%	-7%	-4%
FEN1 inh	?	-18%	-6%	3%	-3%	-12%

#73 Cc1ccc(C2=[N+]([O-])C(C)(C)N(O)C2(C)C)cc1
#74 O=c1cc(-c2ccc(O)cc2)oc2c(C3O[C@H](CO)[C@@H](O)[C@H](O)[C@H]3O)c(O)cc(O)c12 (stereo not given in full)
#75 COc1ccc2nc(N3CCCC(O)C3)c(C#N)cc2c1 (stereo not given)
#76 O=C(Cn1cnc2c(oc3ccccc32)c1=O)NCCc1ccccc1
#77 Brc1ccc(CSc2nnc(Cc3c[nH]c4ccccc34)o2)cc1
#78 Cc1nn(C(=O)C(C)N2C(=O)c3ccccc3C2=O)c(C)c1Br (stereo not given)
entry no.	73	74	75	76	77	78
TDP1 cell CPT	-24%	-9%	-30%	8%	?	16%
KAT2A inh	-4%	-9%	-9%	.	.	-3%
FEN1 inh	1%	-5%	-1%	-10%	-18%	0%

#79 NNC(=O)CSc1c(-c2cccs2)[nH]c2ccccc12
#80 O=[N+]([O-])c1ccc(Sc2ccccn2)nc1
#81 CC(=O)Nc1ccc(S(=O)(=O)NCC(=O)OCC(=O)NNC(=O)c2ccccc2)cc1
#82 O=C(Nc1c(F)cc(F)cc1Br)c1cc2nc(C(F)F)cc(C(F)F)n2n1
#83 COc1ccc(S(=O)(=O)Nc2cccc3c2O[C@H](CN(C)C(=O)Nc2ccc(C(F)(F)F)cc2)[C@@H](C)CN([C@H](C)CO)C3=O)cc1
#84 CCOC(=O)C1CCCN(C(=O)C2CCCN(S(C)(=O)=O)C2)C1 (stereo not given)
entry no.	79	80	81	82	83	84
TDP1 cell CPT	-22%	-1%	0%	-5%	?	5%
KAT2A inh	0%	-3%	1%	-11%	-9%	-10%
FEN1 inh	8%	-1%	3%	-1%	3%	5%

Screens from PubChem BioAssay.
